Bioassay records (PubChem)
Yeast life ext: yeast lifespan extension; S. cerevisiae growth with nicotinamide, OD615; deaD strain in restrictive glucose medium; AID 775; actives 0.68% (n = 130,000); inhibition of the nicotinamide effect, % at 10 µM;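 active = inhibition above a set limit, placed 3 SD over the median of all compounds, cut at about 26% in these data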;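 note: 0% = nicotinamide-treated wells and 100% = cells grown without nicotinamide; some compounds called inactive have numbers as strong as hits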
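Test system – modified budding yeast, DeaD strain · Compound – single dose 10 µM compound, 0.25% DMSO · Times – culture preincubation 4 h, compound exposure 48 h, both 30 °C · Detection – optical density (absorbance) at 615 nm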
bCat KO growth: beta-catenin-lacking colon tumor cell growth suppression. HCT116 beta-catenin knockout viability, CellTiter-Glo, 60 h; active compounds read low. viability, % at 10 µM. actives 1.5% (n = 140,000). AID 818;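 active = viability at or under a set limit, the compound median less 4 SD, cut at about 6% in these data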;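 note: 0% = Hyamine 1622 control at 20 µM and 100% = untreated cell control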
E-sel TNF inh: blocks E-selectin expression induced by TNF alpha; HUVEC TNFa-induced E-selectin immunofluorescence, high content; inhibition, % at 2 µM; actives 0.71% (n = 120,000);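 active = inhibition above the batch mean plus 3 SD, and confirmed as a hit on visual image review, cut at about 43% in these data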;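 note: 0% = TNF-stimulated DMSO wells and 100% = unstimulated control wells; not every result past the cut was called active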
PTEN del growth: suppresses growth of cells with PTEN deletion; HCT116 PTEN-null viability, CellTiter-Glo, 60 h; active compounds read low; viability, % at 10 µM; actives 1.2% (n = 140,000);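 active = viability at or below a set limit, 4 SD under the median of all tested compounds, cut at about 3.7% in these data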;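 note: PTEN knockout HCT116 line with beta catenin targeted HCT116 as companion control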
Measles CPE: protection of cells from measles virus | Measles virus-infected cells, CPE protection, absorbance | actives 1.5% (n = 140,000) | protection (pct of control), % at 4 µM | AID 841; in the data active = protection mostly above about 24%, no sharp cut-off; inactive = mostly below about 26%; note: some compounds called inactive have numbers as strong as hits
NPY-Y2 antag: antagonists of human neuropeptide Y receptor Y2; NPY-Y2 expressing cells, antagonist mode; inhibition, % at 2.7 µM; P49146; actives 0.99% (n = 140,000); in the data active = inhibition above about 17%;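 note: 0% = vehicle with agonist challenge and 100% = reference antagonist with challenge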
Target sequence (P49146 whole entry, looked up): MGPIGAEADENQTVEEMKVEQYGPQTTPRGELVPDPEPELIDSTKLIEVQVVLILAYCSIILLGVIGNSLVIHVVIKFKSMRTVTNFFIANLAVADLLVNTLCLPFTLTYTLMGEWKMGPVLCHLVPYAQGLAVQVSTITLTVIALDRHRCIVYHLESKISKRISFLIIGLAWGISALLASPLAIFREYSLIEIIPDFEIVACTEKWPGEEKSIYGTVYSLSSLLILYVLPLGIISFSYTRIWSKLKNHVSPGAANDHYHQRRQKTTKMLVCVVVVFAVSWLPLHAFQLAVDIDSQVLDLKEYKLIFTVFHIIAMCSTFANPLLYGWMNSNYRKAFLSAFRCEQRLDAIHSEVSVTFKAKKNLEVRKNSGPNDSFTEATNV
Phagocyt inh: blocks phagocytosis by macrophages | J774A.1 macrophage IgG-bead phagocytosis, imaging | inhibition, % at 5 µM | actives 0.07% (n = 110,000) | AID 1029;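 active = inhibition above the mean of the plate negative controls plus 5 SD, cut at about 13% in these data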;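 note: phagocytic index as fraction of beads internalized from green versus red external bead signal; plate controls were DMSO negative control for no effect and cytochalasin-D positive control for full effect; some results beyond the cut were filed as inactive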
BB579 growth dn: yeast BB579 growth reduction in restrictive medium | S. cerevisiae BB579 growth, OD615, 48 h | inhibition, % at 10 µM | actives 0.51% (n = 140,000) | AID 804;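 active = inhibition above a set limit, 3 SD over the mean compound inhibition, cut at about 44% in these data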; note: inactives centre near -24
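Test system: DeaD yeast strain BB579 / Buffer or medium: restrictive glucose-based CSMM-D medium / Doses: single 10 µM dose / Schedule: 4 h cell preincubation, 48 h compound exposure, 30 °C humidified / Technique: culture absorbance at 615 nm / Controls: amphotericin B positive control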
MRP-1 activ: MRP-1 activation; H69AR cells + doxorubicin, viability rescue, CellTiter-Glo; viability increase, % at 10 µM; actives 0.61% (n = 140,000); AID 799;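 active = viability gain under doxorubicin at or above a set limit, the compound median plus 3 SD, cut at about 4.7% in these data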;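 note: MRP-1 overexpressing cells given doxorubicin 25 µM after compound pretreatment; 18-22 h compound pretreatment then 72 h with doxorubicin before readout; 0% = doxorubicin-only wells and 100% = vehicle-treated cells without doxorubicin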
GALR2 blocker: antagonists of human galanin receptor 2 (GALR2). actives 0.39% (n = 140,000). AID 828. inhibition, % at 4 µM. GALR2-expressing cells, antagonist mode; in the data active = inhibition above about 27%;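 note: cells stimulated with galanin 1-16 at roughly its EC80; 0% = agonist challenge control and 100% = basal control without agonist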
Target sequence (O43603 whole entry, looked up): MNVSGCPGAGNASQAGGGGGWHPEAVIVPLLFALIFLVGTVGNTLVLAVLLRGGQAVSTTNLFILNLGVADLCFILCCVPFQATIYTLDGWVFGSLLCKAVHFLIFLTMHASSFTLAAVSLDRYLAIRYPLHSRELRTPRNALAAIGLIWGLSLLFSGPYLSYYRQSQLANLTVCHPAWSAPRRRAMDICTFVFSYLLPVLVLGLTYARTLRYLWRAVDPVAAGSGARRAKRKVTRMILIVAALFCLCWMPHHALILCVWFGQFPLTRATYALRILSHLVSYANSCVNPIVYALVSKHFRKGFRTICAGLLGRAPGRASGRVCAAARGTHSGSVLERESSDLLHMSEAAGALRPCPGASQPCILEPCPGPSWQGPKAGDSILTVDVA
Numbers without * were called inactive; . = no result given; & = joins results of further samples.

Sample of the layout, two compounds:
mol	Yeast life ext	bCat KO growth	E-sel TNF inh	PTEN del growth	Measles CPE	NPY-Y2 antag	Phagocyt inh	BB579 growth dn	MRP-1 activ	GALR2 blocker
Cc1ccc(NC(=O)CN(C)C(=O)Cn2cc(C(F)(F)F)ccc2=O)cc1	0	88	.	102	8	2	-8	0	-0.3	10
COc1ccc(S(=O)(=O)N/N=C(/C)c2cccc(NC(=O)c3ccccc3Cl)c2)cc1	-12	88	-10	82	19	1	.	-21	-1.6	12

The whole of this part (from the top)
mol	Yeast life ext	bCat KO growth	E-sel TNF inh	PTEN del growth	Measles CPE	NPY-Y2 antag	Phagocyt inh	BB579 growth dn	MRP-1 activ	GALR2 blocker
Cc1ccc(NC(=O)CN(C)C(=O)Cn2cc(C(F)(F)F)ccc2=O)cc1	0	88	.	102	8	2	-8	0	-0.3	10
COc1ccc(S(=O)(=O)N/N=C(/C)c2cccc(NC(=O)c3ccccc3Cl)c2)cc1	-12	88	-10	82	19	1	.	-21	-1.6	12
O=C(/C=C/c1c(F)cccc1Cl)NCc1ccco1	-6	88	.	103	19	5	-5	-33	-0.8	22
c1ccc(C2CCC(N3CCNCC3)CC2)cc1 (centres undefined)	2	94	.	84	4	5	-9	-39	-2.4	-16
O=C(Oc1cc(-c2ccccc2)no1)c1ccc(Cl)cc1	10	86	5	101	8	2	0	-4	-0.5	-6
CC(=O)c1c(N2CCN(Cc3ccc4c(c3)OCO4)CC2)nc(=S)n(-c2ccccc2)c1C	-29	93	-59	81	1	0	0	16	-0.7	4
NCCCNC(=O)c1cc2ccccc2[nH]1	-4	93	-48	86	7	4	-1	-32	-2.8	4
CC(NC(=O)/C=C/c1ccc(Br)cc1)c1ccccc1 (centres undefined)	0	95	.	92	25	3	-6	-20	1.5	13
O=C1CCCC(O)=C1C=Nc1ccc2c(c1)oc1ccccc12	-9	94	-6	87	6	1	-1	5	-1.4	16
COc1ccc(NC(=O)CC2C(=O)N(c3cccc(OC)c3)C(=O)N2C2CCCCC2)cc1 (centres undefined)	-1	109	.	88	5	1	-4	-16	0.2	5
COCCCNC(=O)CN(c1cc(Cl)cc(Cl)c1)S(C)(=O)=O	.	97	10	91	8	4	.	-24	-0.1	1
O=C(CCN1C(=O)c2ccccc2S1(=O)=O)Nc1nc2c(s1)CCCC2	-20	101	12	102	24*	4	0	-37	-3.2	-13
COc1ccc2nc(NC(=O)C3=NN(c4ccccc4)C(=O)CC3)sc2c1	-8	85	.	84	21	1	-7	-34	-2.4	0
Cc1ccc(C)c(CN2CCCNC2=O)c1	-8	86	-10	90	16	0	.	-8	-1.7	0
O=C(NCc1ccco1)c1cc([N+](=O)[O-])ccc1N1CCCCC1	11	78	-7	82	1	6	0	-18	-2.8	-4
O=[N+]([O-])c1cccc(N=NN(CCO)c2cccc([N+](=O)[O-])c2)c1	-6	100	8	102	28	4	1	-32	0.9	-1
O=C1CCCC2=C1C(c1cccs1)n1ncnc1N2 (centres undefined)	5	107	12	97	14	0	-1	-48	-0.8	1
CS(=O)(=O)N(CC(=O)N1CCCCCC1)Cc1ccc(Cl)cc1	2	97	16	88	16	0	-2	-6	-2.8	-2
CNc1c(N)n(Cc2ccccc2)c(=O)[nH]c1=O	-12	102	-12	102&92	3	-2	2	-12	1.4	-5
CC(C)NC(=O)NC(=O)CSc1ncc(C(F)(F)F)cc1Cl	-9	98	30	106	7	6	0	-6	0.1	-3
Cn1c(C(C(=O)NCC2CCCO2)N(CCc2ccccc2)C(=O)Cn2nnc3ccccc32)nc2ccccc21 (centres undefined)	4	87	-19	92	12	4	-4	-36	-1.1	5
CCC(C)(C(=O)NC1CCCCC1)N(Cc1ccco1)C(=O)Cc1cccs1 (centres undefined)	-12	70	7	56	3	12	.	-11	-3.0	13
CCN(c1ccc(C)c(C)c1)S(=O)(=O)c1c(C)[nH]c(=O)[nH]c1=O	-7	97	10	98	5	5	-2	-11	-2.3	7
Cn1c(SCC(=O)N2c3ccccc3Sc3ccccc32)nnc1-c1ccco1	-1	94	-4	91	9	4	0	-4	-0.8	2
CCOC(=O)N1CCN(C(=O)c2ccc(N(Cc3ccccc3)S(C)(=O)=O)cc2)CC1	-4	98	14	85	21	2	-1	-12	-2.8	-3
C=CCOc1c(Br)cc(CNc2ccc(NC(=O)CCC)cc2)cc1OCC	-15	86	12	79	5	-3	.	-34	-2.6	-14
Clc1cccc(-c2nc3nc4ccccc4nc3n2Cc2ccccc2)c1	24	100	.	93	20	1	.	-9	0.2	3
O=C(c1ccccc1)N1CN2CN(C(=O)c3ccccc3)CC([N+](=O)[O-])(C2)C1	11	89	.	101	22	1	.	-16	-0.2	-9
N#Cc1ccc(Oc2cc(C(F)(F)F)nc(-c3ccccn3)n2)cc1	4	92	.	89	12	2	-1	-37	-2.4	-5
S=C(Nc1ccccc1Cl)N1CCCCC1	2	90	.	100	11	0	0	-5	0.0	-5
CC1=CC(C)C2C(=O)N(O)C(=O)C2C1 (centres undefined)	-3	97	9	91	0	2	-1	-8	-0.1	-7
CCOC(=O)CSc1nc2c(cnn2-c2ccc(C)cc2)c(=O)[nH]1	-7	94	.	93	7	0	.	-22	-1.6	-4
O=C(Nc1ccc2oc(-c3ccc4ccccc4c3)nc2c1)c1cccs1	-8	58	-11	32	2	0	0	-29	-1.8	-8
O=C(O)Cc1sc(N/N=C\c2ccccc2)nc1-c1ccccc1	7	97	.	101	3	3	3	-39	2.4	29*
CCCC12CN3CCN(CC(C3)/C1=N\NC(=O)c1ccccc1N)C2	1	96	.	93	3	2	-4	-60	-1.1	0
Cc1ccc(Cn2ncn3c(cc4ccccc43)c2=O)cc1	-26	69	.	66	4	10	-3	-45	-3.1	10
CCCn1c(=O)c2c(nc(Br)n2CCC)n(C)c1=O	-5	92	-9	88	6	2	0	-29	-1.3	-1
C=CCSc1nnc(-c2cc(Br)ccc2N)c(=O)[nH]1	1	96	.	99	12	4	-1	-37	-1.3	-1
Cc1ccc2c(c1)sc1nc(=O)n(-c3cccc(Cl)c3)c(=O)n12	-22	96	46	97	8	0	-3	-26	0.0	-7
CCOC(=O)C(NC(=O)C1CCCN1C(=O)OCc1ccccc1)C(=O)OCC (centres undefined)	-3	104	-25	92	10	4	.	-29	-1.8	13
CC(NC(=O)CCSc1nc(-c2ccco2)cc(C(F)(F)F)n1)c1ccccc1 (centres undefined)	-2	94	1	95	5	5	-4	-78	-0.3	-2
CCOC(=O)c1csc(NC(=O)C(C)(C)C)n1	-12	100	12	95	6	1	0	-26	0.6	7
CCOC(=O)c1csc(NC(=O)c2ccc(S(=O)(=O)N3CCCC3)cc2)n1	-8	81	.	79	3	1	2	-4	-0.6	3
CCOC(=O)N1CCN(C(=O)CSc2nc3c(cnn3-c3ccc(Cl)cc3)c(=O)[nH]2)CC1	-4	97	3	96	3	4	0	-17	-4.0	-3
Nc1ccc(-n2nncc2-c2ccco2)cc1	-6	96	7	108	28	3	.	-43	-2.0	-4
O=C(CSc1ncn[nH]1)Nc1ccc(Br)cc1F	-6	100	.	92	19	0	0	-13	7.0*	4
CCC(Sc1nc2sc(C(=O)OC)c(C)c2c(=O)n1N)C(=O)NCC1CCCO1 (centres undefined)	-16	73	3	79	4	1	-2	-15	-4.9	-7
Cc1ccc(-n2nnc3c(=O)n(Cc4ccccc4C)cnc32)cc1	0	96	.	95	28	1	1	-10	-0.6	-5
CC(C)C(=O)Nc1ccc(C(=O)N/N=C/C2CC3C=CC2C3)cc1 (centres undefined)	2	93	3	91	2	-1	-3	-16	-1.3	-8
CC(NC(=O)Cn1cc(C(=O)C2CC2)c2ccccc21)c1ccccc1 (centres undefined)	-4	95	-47	95	8	2	-3	-19	-2.8	7
O=C(O)[C@H](CSCc1ccccc1)NS(=O)(=O)c1ccc(F)cc1	1	93	.	113	9	4	2	-9	-1.2	0
CCOc1ccc2ccccc2c1/C=N\NC(=O)OC	-8	93	.	110	26	1	0	6	-1.9	-14
Cc1cccc(NC(=O)CC2SC(=O)N(c3ccccc3)C2=O)c1 (centres undefined)	14	97	2	92	4	-2	-2	50*	8.9*	4
O=C1CC(c2ccco2)CC(O)=C1C=NCCN1CCN(C(=O)Nc2ccc(Cl)cc2)CC1 (centres undefined)	3	94	.	97	5	-1	-1	-22	1.0	-6
O=C(CCCN1C(=O)c2ccccc2C1=O)Nc1nccs1	-6	100	13	98	6	3	1	-58	-0.6	-5
Cc1cccc(C)c1NC(=O)COc1ccc2c(C)c(Cc3ccccc3)c(=O)oc2c1	-2	75	.	76	5	14	-7	-5	0.1	5
O=S(=O)(Nc1ccc2c(c1)nc1n2CCOC1)c1ccccc1	-11	93	.	88	6	2	0	-50	-1.3	-1
COc1cccc2oc(-c3ccco3)cc(=O)c12	-2	74	-22	78	15	2	.	34	-1.3	7
Cc1cccc(/C(N)=N/OC(=O)c2ccc(Cl)cc2Cl)c1	-5	86	10	92	9	8	-2	-50	-4.6	-6
O=C(O)CNC(=O)c1nc(-c2ccccc2)n(-c2ccccc2)n1	-4	95	.	82	8	0	7	-5	0.7	-3

Later entries:
mol	Yeast life ext	bCat KO growth	E-sel TNF inh	PTEN del growth	Measles CPE	NPY-Y2 antag	Phagocyt inh	BB579 growth dn	MRP-1 activ	GALR2 blocker
O=S(=O)(/C=C/c1ccccc1)N1CCN(c2ccccc2)CC1	-17	85	-33	89	4	4	-1	-15	-3.9	7
Cc1nn(C(=O)Cn2ccc([N+](=O)[O-])n2)c(C)c1Br	-6	104	-7	100	7	5	-4	14	-1.9	1
O=C(Cn1c(=O)oc2cc(S(=O)(=O)N3CCCC3)ccc21)Nc1ccc(C(F)(F)F)cc1	-6	86	10	92	7	-3	-4	-32	2.7	12
O=C(Oc1ccc(-c2cnc3ccccc3n2)cc1)c1cc([N+](=O)[O-])ccc1Cl	-2	89	17	98	13	1	-1	-27	-2.9	0
O=C(CSc1nnnn1-c1ccccc1)Nc1nsc(-c2ccccc2)n1	-9	90	-12	78	18	-1	0	-27	-1.0	-4
Cc1ccc(Nc2c(-c3ccco3)nc3ccccn23)cc1	7	91	-2	84	5	4	0	-10	-0.7	11
COC(=O)c1cccnc1NC(=S)NNC(=O)c1ccncc1	-5	97	-2	105	1	1	-1	-1	-2.3	-1
S=C(Nc1ccccc1Cl)N(CCCN1CCOCC1)Cc1ccco1	-2	92	-9	99	14	2	-7	-6	-1.0	11
Cc1cc(C)n(Cc2ccc(C(=O)NCCC3=CCCCC3)o2)n1	-11	96	.	94	18	5	-6	-39	-0.8	-15
COc1ccccc1-c1nc(-c2ccc(Br)cc2)no1	-12	87	-7	87	21	2	0	-22	-1.8	11
CCN(C(=O)Cc1ccccc1OC)c1nnc(-c2ccncc2)s1	-10	84	22	89	6	5	.	-33	-3.1	-3
CCOC1(C)OCC(=O)[C@]2(CCC3C4CCC5=CC(=O)C=CC5(C)C4C(=O)CC32C)O1 (some centres undefined)	3	94	.	95	27	1	-4	-42	-0.7	-5
